Screens from PubChem BioAssay.
INS-1E GSIS act: primary screen for activators of insulin secretion dependent on glucose, INS-1E cells, GLuc reporter luminescence; INS-1E GLuc reporter insulin secretion, 2-3 h; activation, % at 16.6 µM; actives 0.61% (n = 370,000); AID 743287;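 active means lowest replicate activation of at least 40%, so every replicate reaches that level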;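 further: 0% = median of neutral control wells and 100% = median of IBMX positive control wells; some compounds called inactive have numbers as strong as hits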
Cneo AK release: Cryptococcus neoformans lysis via adenylate kinase release. lysis activity, % at 15 µM. C. neoformans lysis, adenylate kinase release luminescence, 4 h; normalised: neutral wells 0, clomiphene wells 100. AID 651654. actives 0.2% (n = 360,000);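 active means mean lysis activity across replicates of at least 80%, whatever share of replicates individually reach that level; inactive means mean lysis activity below 80%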
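Material: C. neoformans cells; Schedule: 4 h static compound exposure, 37 °C, read 1 h post-reagent; Measured by: adenylate kinase release luminescence; Read-out: signal increase indicating cell lysis; Controls: Clomiphene as positive lysis control.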
PAX8 inh HTS: lowers PAX8-driven luciferase in RMG-I cells | RMG-I TPO-luciferase reporter, SteadyGlo, 24 h | inhibition, % at 12.6 µM | AID 652154 | actives 1.2% (n = 360,000);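 active means mean replicate inhibition at least 60% with every replicate also reaching 60%; inconclusive means only one of the two criteria is met; inactive means mean below 60% and not all replicates reaching 60%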;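 further: luciferase light reporting Pax8 driven TPO promoter activity; plate controls were median of neutral control wells for no effect and mitoxantrone controls for full effect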
LGR2 antag: Drosophila LGR2 receptor signaling inhibition. actives 0.35% (n = 380,000). HEK293 LGR2, CRE-luciferase, bursicon-stimulated, 4 h. AID 720647. inhibition, % at 9.99 µM;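 active means drop in luminescence signal, shown as inhibition above about 50% in the replicate tests, limit read from the data, passing the limit was not always enough; inconclusive means probably only some replicates passing the limit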;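 further: agonist challenge used bursicon conditioned medium at about half maximal strength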
ARNT-TACC3 inh: disrupts binding between human ARNT and TACC3 | inhibition, % at 9.99 µM | AlphaScreen His-ARNT PAS-B/GST-TACC3 binding, luminescence; TACC3 fragment carries E629A point mutation | AID 623870 | Q9Y6A5 | actives 0.66% (n = 390,000);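 active means mean inhibition of replicates at least 50% and at least half of replicates each reaching 50%; inconclusive means half or more replicates reach 50% but mean below 50%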;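 further: 0% = complete ARNT plus TACC3 wells and 100% = ARNT alone without TACC3; many hits fall short of the cut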
PGC1a acetyl inh: lowers PGC1a acetylation signal in U2OS cells. AlphaScreen anti-acetyl-lysine; with virally co-expressed GCN5 acetyltransferase. inhibition, % at 15.6 µM. actives 0.17% (n = 350,000). AID 651687;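 active means every replicate shows inhibition of at least 40%; inconclusive means mean inhibition at least 40% but some replicate below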;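 further: 0% = neutral control wells and 100% = positive control wells; some results beyond the cut were filed as inactive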
C2C12 statin: suppression of simvastatin myotoxicity; C2C12 myotubes + simvastatin, ATP luminescence, 48 h; scaled: DMSO 0, geranylgeraniol control 100; rescue of ATP level, % at 7.49 µM; actives 0.78% (n = 330,000); AID 602340;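 active means mean ATP rescue above about 67%, or every replicate alone reaching that limit, limit read from the data, passing the limit was not always enough; inconclusive means no clear call, values can overlap the other calls; inactive means mean under the limit and some replicate under it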;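 further: myotubes were challenged with 10 µM simvastatin during compound exposure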
PglD DTNB: blocks C. jejuni PglD acetyltransferase activity; actives 0.098% (n = 360,000); purified PglD enzyme, DTNB colorimetric CoA detection; inhibition, % at 12.5 µM; in the data active means inhibition above about 16%, passing the limit was not always enough; inconclusive means no clear call, values can overlap the other calls; further: strong numbers were not always called active
* hit, by the source's call; ? = inconclusive; . = not tested or not shown; & = joins results of further samples.

SMILES	INS-1E GSIS act	Cneo AK release	PAX8 inh HTS	LGR2 antag	ARNT-TACC3 inh	PGC1a acetyl inh	C2C12 statin	PglD DTNB
Cc1ccc(NC(=O)CSC2=C(C#N)C(c3ccco3)C3=C(CC(C)(C)CC3=O)N2)cc1 (stereo not given)	-16	1	0	.	3	-2	-1	2
CCOC(=O)C1CCCN(c2nc3ccccc3nc2C(C#N)C(=O)OCCOC)C1 (stereo not given)	-18	-4	.	-2	15	-6	0	-7
CC(C)CC#Cc1ccc([C@H]2[C@@H](CO)N3C(=O)CN(C(=O)c4cccc(F)c4)C[C@H]23)cc1	-10	.	-4	5	.	-16	.	.
COc1ccc(-c2ccc([C@H]3[C@@H](CO)N4C(=O)CN(Cc5ccc(F)cc5)C[C@@H]34)cc2)cc1	-11	.	4	1	.	-5	.	.
CCOc1ccc(N=NC2C(=O)N(C(N)=S)N=C2C)cc1 (stereo not given)	-4	3	-114	-29	8	5	8	-3
O=C(Nc1csc(Cc2c(Cl)cccc2Cl)n1)NN1CCOCC1	5	1	8	21	-2	3	-6	-4
COc1ccc(CN2CCN(Cc3cccn3-c3ncccn3)CC2CCO)c(C)c1C (stereo not given)	-2	-1	3	12	0	-9	-2	-2
CCCn1c(/N=C/c2c[nH]c3ccccc23)nc2ccccc21	.	0	.	.	11	-5	-6	3
Cc1cc2c(cc1C)N(C(=O)CN1C(=O)c3ccccc3C1=O)C(C)(C)c1ssc(=S)c1-2	.	-1	.	.	6	-22	9	0
CCOC(=O)c1oc2ccccc2c1CN1CCN(C(=O)c2ccccc2)CC1	.	0	-133	-11	-11	10	10	-8
C[C@H](CO)N1C[C@H](C)[C@H](CN(C)Cc2ccc(-c3ccccc3)cc2)Oc2ccc(NC(=O)CCCCCC(=O)Nc3ccccc3N)cc2CC1=O	-41	-1	?	.	-7	-2	25	-4
CCOC(=O)c1cc(-c2ccccc2)nn1CC1CC(c2cccc([N+](=O)[O-])c2)=NO1 (stereo not given)	-5	-1	9	22	3	-6	-1	3
CCOc1ccc(-n2c(C)nc3cc(C(=O)NCc4ccc5c(c4)OCO5)ccc32)cc1	.	0	-7	-4	-10	-9	.	3
COc1ccc(S(=O)(=O)N2CCOCC2)cc1NS(=O)(=O)c1ccc(F)c(F)c1	-9	1	-10	1	-4	5	13	-2
Cc1ccc(-c2cc(C(=O)NCCCN3CCOCC3)c3ccc(Cl)c(C)c3n2)cc1	2	1	6	-2	-2	1	-8	2
CCOC(=O)c1nccnc1C(=O)Nc1ccc(C(F)(F)F)cc1	3	.	8	-6	-2	2	.	.
C[C@@H]1CN([C@@H](C)CO)S(=O)(=O)c2ccc(/C=C/c3ccccc3)cc2O[C@@H]1CN(C)Cc1cccnc1	6	-5	30	15	15	3	-34	3
Cc1cc(OCC(=O)NNC(=S)NCC2CCCO2)cc(C)c1Cl (stereo not given)	-9	4	-7	-12	0	2	-5	2
O=C(CSc1ccc(Cl)cc1)Nc1ccccc1Oc1ccccc1	1	1	7	-10	-8	0	.	1
CCC(=O)Nc1ccc2c(c1)C(=O)N(C)C[C@H](OC)[C@@H](C)CN(C(=O)Cc1cccnc1)[C@H](C)CO2	9	-2	.	5	-3	-4	7	-1

Some of the entries so far, with two lines to a compound.
Each structure is followed by: INS-1E GSIS act	Cneo AK release	PAX8 inh HTS	LGR2 antag	ARNT-TACC3 inh	PGC1a acetyl inh	C2C12 statin	PglD DTNB
> COc1ccc(CN2CCN(Cc3cccn3-c3ncccn3)CC2CCO)c(C)c1C (stereo not given)
    -2	-1	3	12	0	-9	-2	-2
> CCCn1c(/N=C/c2c[nH]c3ccccc23)nc2ccccc21
    .	0	.	.	11	-5	-6	3
> Cc1cc2c(cc1C)N(C(=O)CN1C(=O)c3ccccc3C1=O)C(C)(C)c1ssc(=S)c1-2
    .	-1	.	.	6	-22	9	0

Next section
SMILES	INS-1E GSIS act	Cneo AK release	PAX8 inh HTS	LGR2 antag	ARNT-TACC3 inh	PGC1a acetyl inh	C2C12 statin	PglD DTNB
O=C(Nc1cccc(C(F)(F)F)c1)C12CC3CC(CC(C3)C1)C2	-6	6	.	-18	1	1	2	-3
CCN(CC(=O)Nc1cc(Cl)ccc1C)C(=O)c1oc2ccc(OC)cc2c1C	-15	0	-22	-21	-10	8	0	-4
NC(=O)c1cccc2c3c([nH]c12)CCCC3	.	-1	.	.	2	2	19	2
Fc1ccccc1OCCCN1CCOCC1	2	-2	.	11	-14	-1	169*	-4
CCOc1ccc2nc(SCC#N)c(C#N)cc2c1	39	1	.	.	-6	-10	80*	-2
[N-]=[N+]=NC[C@H](c1ccccc1)N1CCN(Cc2ccccc2)CCC1=O	.	8	0	.	-1	.	8	-1
COc1ccc(/C=C/C(=O)OCC(=O)Nc2ccc(N3CCOCC3)cc2)cc1OC	-7	1	-2	2	-5	-6	.	0
O=C(N/N=C/c1cc(Br)c(Br)o1)C(O)c1ccccc1 (stereo not given)	0	.	-1	-11	4	12	.	.
C[C@@H]1CN([C@@H](C)CO)C(=O)Cc2cc(NC(=O)Nc3cccc4ccccc34)ccc2O[C@@H]1CN(C)Cc1ccc(-c2ccccc2)cc1	2	0	-6	-3	.	6	5	5
O=C(NCCc1ccccc1)c1ccc(Cl)cc1[N+](=O)[O-]	14	2	-51	-33	0	-4	3	1
Cc1sc2ncnc(OCC(=O)NC3CCS(=O)(=O)C3)c2c1C (stereo not given)	4	2	4	3	-1	6	-4	-1
COc1cc(OC)c(N(C)S(=O)(=O)c2cccc(C(=O)Nc3nccs3)c2)cc1Cl	-8	-1	15	5	-3	-27	-2	-3
COc1ccc(C(=O)OCC(=O)NCC2CCCCC2)cc1S(=O)(=O)N1CCCc2ccccc21	-50	-1	.	24	1	1	.	1
COc1ccccc1N(C(=O)c1ccco1)C(C(=O)NC1CCCC1)c1cccs1 (stereo not given)	5	-3	-8	7	-1	-4	29	-5
COc1ccc(C(=O)NC(C)c2ccc(-n3ccnc3)cc2)cc1S(=O)(=O)N1CCOCC1 (stereo not given)	20	2	.	-10	-1	-6	5	-9
COc1ccc(NC(=O)C23CC4CC(C2)CC(n2cnc(Br)n2)(C4)C3)c(C)c1	.	-2	.	.	4	-29	8	0
COc1ccc(OC)c(C2C(C(=O)c3ccccc3)=C(C)Nc3nc4ccccc4n32)c1 (stereo not given)	.	-7	4	-46	-1	-26	33	1
O=C(c1cc2cc(F)ccc2[nH]1)N(Cc1cccnc1)CC1CCCN(C2CCCCC2)C1 (stereo not given)	-15	2	-2	-4	4	-2	-9	1
CCOC(=O)c1cc(C)nc(N2CCCCC2)c1C#N	4	.	-4	-18	-5	5	.	.
CCCn1ncc(CN2CCC(n3nccc3NC(=O)c3ccccc3OC)CC2)c1C	17	0	-15	-7	-11	3	.	-1
O=C(O)CCCSCC(=O)Nc1ccccc1	5	4	.	17	-3	7	2	6
COc1ccc(OC)c(C(c2nnnn2C2CCCC2)N2CCN(c3ccc(F)cc3)CC2)c1 (stereo not given)	.	0	.	.	6	-10	7	0
O=C(CCN1CCCCC1)N[C@H]1CC[C@H](CCNC(=O)c2cc(Cl)cc(Cl)c2)O[C@H]1CO	12	-6	-2	13	-2	2	-5	-1
C[C@@H]1CN([C@H](C)CO)C(=O)c2cc(NC(=O)CCCCCC(=O)Nc3ccccc3N)ccc2O[C@H]1CN(C)C	4	-2	20	3	-8	-1	10	-4
CCc1nnc(NC(=O)CN2CCN(Cc3ccc(F)cc3)CC2)s1	-9	-2	5	12	17	-1	0	-4
C[C@@H]1CCCCO[C@H](CN(C)S(=O)(=O)c2ccc(Cl)cc2)[C@@H](C)CN([C@@H](C)CO)C(=O)c2cc(NC(=O)Nc3ccc(C(F)(F)F)cc3)ccc2O1	6	-12	82*	1	12	15	.	-3
Cc1ccc(Nc2ccc(N3CCN(c4ccc([N+](=O)[O-])cc4)CC3)nn2)cc1	20	-1	9	-11	-3	9	1	-6
Cc1ccc(OCC(=O)N(Cc2ccco2)C2CCS(=O)(=O)C2)cc1 (stereo not given)	12	9	-5	-3	-7	4	-10	1
Cc1cc(C(=O)CN2C(=O)CCC2=O)c(C)n1Cc1ccccc1	.	-1	-17	.	-2	9	.	-3
O=C(CCc1nnc(-c2ccc(-c3ccccc3)cc2)o1)NCCc1ccccn1	4	.	-34	-29	-1	-10	.	.
CCCC(=O)N1CCC2(CC1)CN(S(=O)(=O)c1ccc(C)cc1)[C@H](CO)c1[nH]c3cc(OC)ccc3c12	-7	.	-2	15	.	-9	.	.
CCOc1ccc(/C=C/C2=Cc3c(sc(NC(=O)CSc4n[nH]c(N)n4)c3C#N)C(C)(C)C2)cc1	-7	.	.	1	4	-7	.	.
CCC(Sc1nc(C)cc(C)n1)C(=O)O (stereo not given)	-12	9	.	-6	-5	6	8	0
CCCCN1CC(COCc2ccccc2)Oc2cccc(NCc3ccc(OC)cc3)c2S1(=O)=O (stereo not given)	10	-1	13	16	-1	-18	-7	6
Cc1ccc(C2SCC(=O)N2c2ccccc2)cc1 (stereo not given)	-12	1	1	-17	-4	-5	23	8
O=C1C=CC(=Nc2ccc3c(c2)Cc2ccccc2-3)O1	3	0	-63	-28	12	1	3	-4
CCC(=O)N1[C@H](CO)[C@H](c2ccc(-c3ccc(F)cc3)cc2)[C@@H]1CNC(C)=O	-11	82*	25	-12	0	-8	5	2
CC(=O)N1CCC(N(CCN2CCOCC2)C(=S)Nc2ccccc2C)CC1	29	.	-17	-8	3	.	.	.
Cc1ccccc1S(=O)(=O)N(C)C[C@@H]1OCc2cn(nn2)CCCC(=O)N([C@@H](C)CO)C[C@@H]1C	-7	13	.	-9	0	-9	-10	-1
CCOC(=O)c1c(NC(=O)C2C3C=CC(C3)C2(C)C(=O)O)sc2c1CCCC2 (stereo not given)	10	.	-37	-5	-9	.	.	.
Cc1ccc2c(c1)N(CC(=O)NCc1cccnc1)C(=O)CO2	.	-3	-1	.	2	3	10	-3
CCCCC1CC1C(=O)Nc1ccc(OC)c(OC)c1 (stereo not given)	6	0	.	-15	-3	2	34	-3
C[C@H](O)C#Cc1ccc2c(c1)O[C@H](CN(C)Cc1cncnc1)[C@H](C)CN([C@H](C)CO)S2(=O)=O	.	-3	-2	-8	-12	-7	9	1
CC(C)NC(=O)N(C)C[C@@H]1Oc2ccc(NC(=O)Nc3ccc(C(F)(F)F)cc3)cc2C(=O)N([C@H](C)CO)C[C@@H]1C	-12	2	-5	4	1	4	3	7
Cc1noc(C)c1NC(=O)N(C)C[C@H]1Oc2cc(C#CCC(C)C)ccc2S(=O)(=O)N([C@H](C)CO)C[C@@H]1C	9	-3	7	-15	-4	1	-14	1
S=C(NCc1ccc2c(c1)OCO2)NCc1ccc2c(c1)OCO2	7	.	-5	9	2	.	.	.
Cc1noc(C)c1NC(=O)Nc1cccc2c1O[C@@H](CN(C)Cc1ccc(-c3ccccc3)cc1)[C@@H](C)CN([C@@H](C)CO)C2=O	-20	53	0	-6	-7	4	-16	-6
C[C@H](CO)N1C[C@H](C)[C@H](CN(C)C(=O)Nc2ccc(F)cc2)OCc2ccccc2-c2c(n(C)c3ccccc23)C1=O	-11	1	-7	4	.	-14&-3	1	-3
CO[C@@H]1CN(C)C(=O)c2ccc(NS(=O)(=O)c3ccccc3F)cc2OC[C@H](C)NC[C@H]1C	0	3	-5	-27	0	4	-1	0
COC(=O)c1ccc(/C=N\n2c(C)nnc2C)cc1	.	3	.	.	23	-2	0	-1
CC(C)c1ccc(CN2CCC2(C)C(=O)Nc2ccc3c(c2)OCO3)cc1 (stereo not given)	.	-1	12	.	.	-18	-20	4
